# Screening data (PubChem)
# OX1R antagonist: OX1R (HCRTR1) antagonists, primary screen, fluorescence, CHO/OX1R cells, Fluo-8 calcium, orexin A | Fluo-8 calcium fluorescence | Orexin/Hypocretin receptor type 1 (Homo sapiens), O43613 | 330,000 compounds, 0.43% hits | inhibition, % at 5 µM;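 active means inhibition above its plate's threshold, mean inhibition of all tested compounds on the plate plus 3 SD, cut at about 37% in these data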;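 further: 0% = orexin A challenge wells and 100% = SB-334867-A antagonist wells; not every result past the cut was called active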
# Target sequence (O43613 whole entry, looked up): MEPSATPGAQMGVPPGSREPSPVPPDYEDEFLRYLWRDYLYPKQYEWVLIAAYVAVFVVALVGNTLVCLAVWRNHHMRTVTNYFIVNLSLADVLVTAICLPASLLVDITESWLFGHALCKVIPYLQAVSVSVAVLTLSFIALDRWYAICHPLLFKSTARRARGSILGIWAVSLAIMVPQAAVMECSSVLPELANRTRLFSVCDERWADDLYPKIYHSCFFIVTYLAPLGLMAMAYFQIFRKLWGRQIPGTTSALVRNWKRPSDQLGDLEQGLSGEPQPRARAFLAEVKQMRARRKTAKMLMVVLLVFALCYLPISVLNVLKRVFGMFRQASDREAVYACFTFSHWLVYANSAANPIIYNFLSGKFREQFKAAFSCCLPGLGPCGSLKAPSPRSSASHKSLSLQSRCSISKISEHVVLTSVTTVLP
# CHT allo act: CHT positive allosteric modulators, primary screen, cell-based, membrane potential dye, choline EC20. CHT-expressing cells; active compounds read high; LV-AA mutant CHT in HEK293 cells. AID 488977, 2010. B-score at 10 µM. High affinity choline transporter 1 (Homo sapiens), Q9GZV3. 310,000 compounds, 0.49% hits;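 active means initial fluorescence not abnormally high and integrated response B-score, plate-corrected, over 3 SD above library mean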
# Target sequence (Q9GZV3 whole entry, looked up): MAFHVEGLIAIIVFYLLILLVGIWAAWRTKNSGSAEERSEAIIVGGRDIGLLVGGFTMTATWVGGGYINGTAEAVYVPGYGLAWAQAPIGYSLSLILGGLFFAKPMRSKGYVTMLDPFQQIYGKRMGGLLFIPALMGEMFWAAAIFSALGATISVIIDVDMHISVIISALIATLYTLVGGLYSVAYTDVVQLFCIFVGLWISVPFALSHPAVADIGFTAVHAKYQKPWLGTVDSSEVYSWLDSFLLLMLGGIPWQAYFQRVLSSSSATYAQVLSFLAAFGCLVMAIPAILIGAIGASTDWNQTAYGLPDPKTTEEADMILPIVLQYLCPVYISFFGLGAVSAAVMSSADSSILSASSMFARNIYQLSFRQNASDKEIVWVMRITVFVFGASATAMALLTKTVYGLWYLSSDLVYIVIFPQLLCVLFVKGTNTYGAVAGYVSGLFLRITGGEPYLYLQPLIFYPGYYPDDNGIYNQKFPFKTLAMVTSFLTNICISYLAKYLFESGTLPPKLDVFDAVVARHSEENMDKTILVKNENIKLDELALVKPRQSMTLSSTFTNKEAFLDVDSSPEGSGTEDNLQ
# An asterisk follows results filed as active; i = inactive; . = not tested or not shown. Compounds as they come. Share with any hit: about 0.83%.
# Start of the data: the first 5 entries (preview)
mol,OX1R antagonist,CHT allo act
Cc1noc(C)c1COc1ccc(C(=O)OCC(=O)Nc2ccc3ccccc3c2)cc1,-10.2,i
CN(C)/C=C1\N=C(c2ccc(Cl)cc2Cl)OC1=O,-8.6,i
O=C(Nc1ccc(Cl)cc1C(=O)N1CCOCC1)c1cccc([N+](=O)[O-])c1,-3.3,i
COc1ccc(C(=O)Nc2cc(C)on2)cc1S(=O)(=O)N1CC(c2ccccc2)CC1=O (configuration not stated),-8.3,i
CN=C1SC(CC(=O)Nc2ccc(N3CCOCC3)cc2)C(=O)N1C (configuration not stated),-7.9,i

# The whole of this part, repeating the preview:
mol,OX1R antagonist,CHT allo act
Cc1noc(C)c1COc1ccc(C(=O)OCC(=O)Nc2ccc3ccccc3c2)cc1,-10.2,i
CN(C)/C=C1\N=C(c2ccc(Cl)cc2Cl)OC1=O,-8.6,i
O=C(Nc1ccc(Cl)cc1C(=O)N1CCOCC1)c1cccc([N+](=O)[O-])c1,-3.3,i
COc1ccc(C(=O)Nc2cc(C)on2)cc1S(=O)(=O)N1CC(c2ccccc2)CC1=O (configuration not stated),-8.3,i
CN=C1SC(CC(=O)Nc2ccc(N3CCOCC3)cc2)C(=O)N1C (configuration not stated),-7.9,i
O=C(Nc1ccc(Cl)c(S(=O)(=O)N2CCCCC2)c1)C1=COCCO1,-14.6,i
CC(C)c1ccccc1,-5.8,.
O=C(CSc1nnc(-c2ccccn2)n1Cc1ccco1)c1ccccc1,-3.0,i
O=c1[nH]c(CSc2ccccc2)nc2c1oc1ccccc12,-15.2,i
O=C(COC(=O)/C=C/c1cccc(C(F)(F)F)c1)NC(=O)NCc1ccco1,-9.0,.
Cc1ccc(C(=O)Nc2c(C)n(C)n(-c3ccccc3)c2=O)cc1S(=O)(=O)N1CCCCC1,-11.9,.
CN(C(=O)CC1C(=O)NCCN1Cc1ccccc1C(F)(F)F)C1CCOCC1 (configuration not stated),10.1,i

mol,OX1R antagonist,CHT allo act
Cc1ccc(NCC(=O)N/N=C/c2cccc(Oc3ccccc3)c2)cc1,-23.1,i
COC(=O)c1ccccc1N1CCS(=O)(=O)CC1,11.3,i
COc1ccc(OC)c(NC(=S)N2CCc3ccccc3C2)c1,-26.1,i
O=C(CCN1N=C(c2ccccc2)CCC1=O)NCC1CCCO1 (configuration not stated),-1.1,i
COC(=O)C1(C)NC(c2ccc(F)cc2)C2C(=O)N(c3ccc(C)cc3)C(=O)C21 (configuration not stated),-21.1,i
Cc1cccc(NC(=O)c2nc[nH]c2C(=O)N[C@@H](C)C(=O)OCc2ccccc2)c1,5.6,i
COc1ccc(-c2cn3c(C)c(C(=O)N4CCN(c5ccc(F)cc5)CC4)sc3n2)cc1,-6.2,i
Cc1ccccc1NC(=O)C(NC1CCCCC1)C(C)C (configuration not stated),-25.6,i
COc1ccc(S(=O)(=O)O/N=C2\CCSc3ccc(C)cc32)cc1,-1.6,i
Cc1cc(C)n2ncc(S(=O)(=O)c3ccccc3)c2n1,-6.8,i
COc1ccc(C(=O)OCCN2CCCCC2)cc1,-12.1,i
COc1ccc(S(=O)(=O)CCC(=O)N2CCN(c3ccc(F)cc3)CC2)cc1,-15.5,i

mol,OX1R antagonist,CHT allo act
C=CCCOc1ccccc1C(N)=O,-0.2,i
O=C(c1ccc(Cl)cc1)N1CCC(c2nc(-c3cccs3)no2)CC1,-9.1,i
COc1ccc(-c2ccc3oc(-c4ccsc4)cc(=O)c3c2)cc1F,-16.8,.
CC(=O)C1=C(O)C(=O)N(CCC(=O)O)C1c1ccc(Cl)cc1Cl (configuration not stated),-1.1,i
O=C(CS(=O)(=O)c1ccccc1)Nc1ccccn1,-0.2,i
COc1cc(Cl)c(C)cc1NC(=O)CN(C)Cc1cccc(OC)c1OC,-14.3,i
COC(=O)c1ccc(NC(=O)COc2ccc(S(=O)(=O)N3CCCCC3)cc2)cc1,-11.0,i
Cc1ccc(-n2c(-c3ccc(Cl)cc3)n[nH]c2=S)c(C)c1,-14.0,i
O=C(NCC(=O)N1CCN(S(=O)(=O)c2ccc3c(c2)OCCO3)CC1)c1ccccc1Cl,-11.9,.
O=C1CS/C(=N/N=C/c2ccccc2OS(=O)(=O)c2ccccc2)N1,-6.9,i
COc1ccc2occ(C(=O)c3cccs3)c2c1,-15.8,i
Cc1cc(-c2ccc(S(=O)(=O)N(C)Cc3ccccc3)cc2)on1,-0.2,i

mol,OX1R antagonist,CHT allo act
COc1cc(OC)c2c(=O)cc(-c3cccnc3)oc2c1,-25.9,i
COc1ccc(C(=O)NCc2nc3ccccc3[nH]2)cc1OC,-7.7,i
COc1cccc2cc(C(=O)OCC(=O)NCc3ccc4c(c3)OCO4)c(=O)oc12,-9.1,i
COc1ccc2nc(N(CCN(C)C)C(=O)/C=C/c3cccs3)sc2c1,-26.6,7.18*
Cc1ccc(SC(C)C(=O)Nc2ccccc2-c2ccccc2)cc1 (configuration not stated),-29.6,i
O=C(NNS(=O)(=O)c1ccc([N+](=O)[O-])cc1)c1cnn(-c2ccccc2)c1-n1cccc1,-22.5,i
CC(C)NS(=O)(=O)c1ccc(OCC(=O)Nc2ccc3c(c2)OCO3)c(Cl)c1,-9.6,i
CCOc1ccc(OCCCN(C)C)cc1,-18.5,i
O=C(NN1C(=O)c2ccccc2NC1c1ccoc1)c1ccccc1 (configuration not stated),-27.6,i
Cc1c(Nc2nc(-c3cccc([N+](=O)[O-])c3)cs2)c(=O)n(-c2ccccc2)n1C,-8.9,i
O=C(Nc1ccc(Nc2ccccc2)cc1)c1ccccc1,0.5,i
CCC(C)NC(=O)CCSc1ccc(C)cc1 (configuration not stated),-1.7,i

mol,OX1R antagonist,CHT allo act
O=C1CC(Nc2ccc(N3CCOCC3)cc2)C(=O)N1C1CCCCC1 (configuration not stated),-22.3,i
O=C(COC(=O)c1cnccn1)Nc1ccc2c(c1)OCO2,11.2,i
COc1ccccc1N1CCN(c2nnc(-c3ccc(F)cc3)c3ccccc23)CC1,-24.2,i
Cc1ccc(S(=O)(=O)NC(C)C(=O)NC(C)c2cccs2)cc1 (configuration not stated),-26.9,i
COc1cc(NC(=O)COc2ccc(Br)cc2)ccc1NC(=O)C(C)C,-18.9,i
Cc1csc(NC(=O)CSc2nc(C(C)C)nc3c2c(=O)n(C)c(=O)n3C)n1,-38.1,i
COc1cccc(CN2CC(C(=O)NCc3ccc(C)c(F)c3)CCC2=O)c1 (configuration not stated),-14.0,i
CCOC(=O)[C@H]1[C@H]2COc3ccccc3[C@@H]2N2C(=O)c3c(C)cc(C)cc3NC(=O)[C@@]12C,-16.8,i
Cn1c(N)c(C(=O)COC(=O)CNC(=O)c2ccccc2Cl)c(=O)n(C)c1=O,-0.8,.
O=S(=O)(NCC1CCCO1)c1ccc(S(=O)(=O)N(Cc2ccccc2F)C2CCCCC2)cc1 (configuration not stated),13.8,i
COc1ccc(-c2csc(Nc3cccnc3)n2)cc1,-24.9,i
O=S(=O)(Nc1cccnc1)c1ccccc1,-10.7,i

mol,OX1R antagonist,CHT allo act
O=[N+]([O-])c1cc(C(F)(F)F)cc([N+](=O)[O-])c1N1CCCNCC1,-2.0,i
COc1ccc(OC)c(-c2csc(NC(=O)CSc3ccc(Br)cc3)n2)c1,-28.2,i
CCNc1nc(NCC)n2c(SCC(=O)Nc3ccc(C)cc3Br)nnc2n1,-32.0,.
CCOCCCNC(=O)C(C)NS(=O)(=O)c1ccc(C)cc1 (configuration not stated),-27.4,i
c1ccc(COc2cncc(-c3cccnc3)c2)cc1,-83.8,.
CCOc1ccc(NC(=O)Nc2nc(SCC)ns2)cc1,-5.3,i
N=C1C(c2ccccc2)=C(O)CN1c1cccc(O)c1,-12.8,i
CC(NC(=O)CCc1ccc(S(=O)(=O)NC2CCCCC2)cc1)c1ccccc1 (configuration not stated),-14.9,i
Cc1c(C(=O)OCC(=O)Nc2c(C)n(C)n(-c3ccccc3)c2=O)oc2ccccc12,-0.1,i
C(=N\N1CCN(c2ccccn2)CC1)/C1=C(N2CCOCC2)C(=C/c2ccccc2)/CC1,-14.3,i
O=C(NCCO)C(c1ccccc1)c1ccccc1,-17.9,i
COc1ccccc1N1CCN(C(=O)CCNS(=O)(=O)c2ccc(Br)s2)CC1,-4.6,i

# Fields: OX1R antagonist | CHT allo act
- CCN1CCN(S(=O)(=O)c2ccc(Oc3ccccc3OC)cc2)CC1
→ -19.5 | i
- Cn1ccnc1SCC(=O)Nc1ccc(F)c([N+](=O)[O-])c1
→ -8.7 | i
- N#CC1(NC(=O)CSc2nnc(Cc3ccccc3)o2)CCCCC1
→ -19.6 | .
- COc1ccccc1NC(=O)c1cccc(N2C(=O)C3C4C=CC(C4)C3C2=O)c1 (configuration not stated)
→ -22.3 | i
- CSc1ccccc1NC(=O)CN1CCN(Cc2ccccc2)CC1
→ -26.4 | i
- CC(C)c1ccc(-n2cnn(-c3ncccc3[N+](=O)[O-])c2=O)cc1
→ -21.4 | i
- CC(C)c1ccc(N2C(=NC(=O)C3CCCO3)SC3CS(=O)(=O)CC32)cc1 (configuration not stated)
→ -5.0 | i
- CS(=O)(=O)NCCC1=CCCCC1
→ -11.0 | i
- CC(C)c1ccc(NC2CCCN(C(=O)CN3CCOC3=O)C2)cc1 (configuration not stated)
→ -9.0 | i
- Cc1ccccc1NC(=S)/C(=C(\[O-])c1ccc(C)c([N+](=O)[O-])c1)[n+]1ccccc1
→ -17.9 | i
- Nc1nc(C(=O)N2CCOCC2)nn1S(=O)(=O)c1ccc(Cl)cc1
→ -10.0 | i
- CC(C)C1CC(CCN)(c2ccccc2)CCO1 (configuration not stated)
→ -1.9 | i
- COc1ccc(N2C(=O)CSC2c2cccc(F)c2)c(OC)c1 (configuration not stated)
→ -24.5 | i
- COc1cccc(CN2CCN(C(=O)C3CCC(=O)N(C4CCCC4)C3)CC2)c1 (configuration not stated)
→ -11.3 | i
- CC1CCCC(C)N1C(=O)COC(=O)c1ccccc1O (configuration not stated)
→ -20.0 | .
- Cc1noc(C)c1S(=O)(=O)N(C)C[C@H]1Oc2c(NC(=O)NC(C)C)cccc2C(=O)N([C@H](C)CO)C[C@@H]1C
→ 13.5 | .
- c1coc(C2=NCCc3ccccc32)c1
→ -10.7 | i
- COc1ccc(N2CCN(c3ccnc4cc(Cl)ccc34)CC2)cc1
→ -33.4 | i
- Cc1cc(OCC(=O)N2CCC[C@@H]2C(=O)O)c2c(C)c(C)c(=O)oc2c1
→ 15.1 | i
- Cc1cc([N+](=O)[O-])c(N2CCC[C@@H]2C(=O)O)c([N+](=O)[O-])c1
→ 3.8 | i
- CCn1c(=O)cc(N2CCN(C(=O)c3ccco3)CC2)[nH]c1=O
→ -2.6 | i
- CC(Sc1ccccc1)C(=O)N1CCN(S(=O)(=O)c2ccccc2)CC1 (configuration not stated)
→ -16.0 | i
- CCCN1CCN(C(=O)c2cc(COc3ccc(F)c(F)c3)on2)CC1
→ -10.6 | i
- O=C(NCCCN1CCN(c2cccc(Cl)c2)CC1)c1ccc(N2CCCC2=O)cc1
→ -29.0 | i
- c1nc(Nc2ccc(N3CCOCC3)cc2)c2ccsc2n1
→ -26.9 | i
- Cc1cc(/C([O-])=C(/C(=S)Nc2ccc(F)cc2)[n+]2ccccc2)c(C)n1Cc1ccccc1Cl
→ -28.0 | i
- CN(C)S(=O)(=O)c1ccc(C(=O)Nc2cc(S(=O)(=O)Nc3ccccc3Cl)ccc2N2CCCCC2)cc1
→ -20.1 | i
- COc1ccc(NC(=O)/C=C/c2cc(Br)ccc2OC)cc1
→ 36.2 | i
- O=C(Nc1cccc2ccccc12)OCc1cncs1
→ -20.4 | i
- CC(=O)c1ccc(Nc2c3c(c(C#N)c4nc5ccccc5n24)CCC3)cc1
→ -8.0 | i

# Fields: OX1R antagonist | CHT allo act
- CC(C)(C)OC(=O)N1CCC(c2c(C(=O)O)cnn2-c2ccc(Cl)cc2)CC1
→ -3.8 | i
- CNC(=O)N(O)C1N(/N=C/c2ccc(SC)cc2)C(=S)SC1(C)C (configuration not stated)
→ -25.0 | i
- CCOc1ccc(-n2c(SCc3ccc([N+](=O)[O-])cc3)nnc2-c2ccc(OC)cc2)cc1
→ -13.9 | i
- CC(C)c1cc(C(=O)N2CCCC(CCC(=O)N3CCN(c4ccccn4)CC3)C2)no1 (configuration not stated)
→ -28.3 | i
- CCC(CO)Oc1cc(NC(=O)Cc2ccccc2)c2ncn(C(C)C)c2c1 (configuration not stated)
→ -31.4 | .
- CCCCOCCCNC(=O)N[C@H](C(=O)O)C(C)CC (some centres not stated)
→ 8.0 | i
- CCCNC(=O)Cn1cnc2sc(C(=O)NCCCN3CCOCC3)c(C)c2c1=O
→ 6.5 | i
- CN(CC(=O)Nc1ccc(Cl)cc1F)C1=NS(=O)(=O)c2ccccc21
→ -0.3 | .
- O=C(COc1ccccc1C(=O)NCC1CCCO1)Nc1ccc(Cl)cc1Cl (configuration not stated)
→ -18.7 | i
- COc1ccc(-c2csc(/C(C#N)=C\c3ccc(O)c([N+](=O)[O-])c3)n2)cc1OC
→ -14.8 | i
- O=C(O)c1ccc(N2C(=O)CCCC2=O)cc1
→ -2.7 | i
- COc1ccc(-n2cc(CN(C)C(C)c3ccncn3)c(-c3cccc(F)c3)n2)cc1 (configuration not stated)
→ -30.4 | i
- COC(=O)C1=C(N)Oc2cc(C)n(Cc3ccco3)c(=O)c2C1c1cccc(Cl)c1 (configuration not stated)
→ -12.5 | i
- O=C(Oc1cccc2c(OC(=O)N3CCCC3)cccc12)N1CCCC1
→ -22.9 | i
- CCC(C)(C)C1CCC2(CC1)NC(=O)N(CC(=O)N(C)Cc1ccc3c(c1)OCCO3)C2=O (configuration not stated)
→ -1.5 | .
- COc1ccc(OC)c(C(C)NC(=O)C23CC4CC(CC(C4)C2)C3)c1 (configuration not stated)
→ -37.1 | i
- COc1ccc2[nH]cc(S(=O)(=O)c3ccc(C(C)C)cc3)c(=O)c2c1
→ -5.5 | i
